TcdB inh: inhibitors of Clostridioides difficile toxin B glycohydrolase; P18177; TcdB glycohydrolase enzymatic assay, plate reader; inhibition, % at 9.99 µM; 350,000 compounds, 0.24% hits; AID 652162; in the data active = inhibition above about 10%
Starred values were filed as active, the others as inactive; & = joins results of further samples. An excerpt; count on the stated rates, not on these rows.

A first look, 4 compounds:
> CCCNC(=O)N1CCC2(CC1)CN(C(=O)COC)[C@@H](CO)c1c2c2ccc(OC)cc2n1C
- TcdB inh = 0.2

> CCC(=O)NC[C@@H]1[C@H](c2ccc(-c3ccccc3)cc2)[C@H](CO)N1C(=O)C1CC1
- TcdB inh = -0.1

> O=C(NCC[C@H]1CC[C@H](NS(=O)(=O)c2cccc(F)c2)[C@@H](CO)O1)c1cnccn1
- TcdB inh = 0.6

> Cc1ccc(-c2cnc3c(c2)C(=O)N([C@@H](C)CO)C[C@@H](C)[C@H](CN(C)C(=O)Cc2ccncc2)O3)cc1
- TcdB inh = 0.8

Main list, from the start:
> CCCNC(=O)N1CCC2(CC1)CN(C(=O)COC)[C@@H](CO)c1c2c2ccc(OC)cc2n1C
- TcdB inh = 0.2

> CCC(=O)NC[C@@H]1[C@H](c2ccc(-c3ccccc3)cc2)[C@H](CO)N1C(=O)C1CC1
- TcdB inh = -0.1

> O=C(NCC[C@H]1CC[C@H](NS(=O)(=O)c2cccc(F)c2)[C@@H](CO)O1)c1cnccn1
- TcdB inh = 0.6

> Cc1ccc(-c2cnc3c(c2)C(=O)N([C@@H](C)CO)C[C@@H](C)[C@H](CN(C)C(=O)Cc2ccncc2)O3)cc1
- TcdB inh = 0.8

> O=C(C[C@H]1CC[C@@H]2[C@H](COC[C@@H](O)CN2CC2CCOCC2)O1)NCC1CC1
- TcdB inh = -0.3

> CO[C@@H]1CN(C)C(=O)c2ccc(NC(=O)c3ccc(Oc4ccccc4)cc3)cc2OC[C@H](C)NC[C@H]1C
- TcdB inh = 1.6

> O=S(=O)(N[C@H]1CC[C@H](CCn2cc(-c3cccc(F)c3)nn2)O[C@@H]1CO)c1ccccc1
- TcdB inh = 0.2

> CO[C@H]1CN(C)C(=O)c2ccc(NC(=O)C3CCCC3)cc2OC[C@@H](C)N(C)C[C@H]1C
- TcdB inh = 0.6

> Cc1ccc(S(=O)(=O)N(C)C[C@@H]2Oc3ccc(NC(=O)Nc4ccc(F)cc4)cc3C(=O)N([C@H](C)CO)C[C@H]2C)cc1
- TcdB inh = 1.0

> CC=Cc1ccc2n(c1=O)C[C@H]1[C@H](CO)[C@@H](C(=O)N3CCc4ccccc4C3)N(C)[C@@H]21 (mixture of isomers)
- TcdB inh = 0.4

> C[C@H](CO)N1C[C@H](C)[C@H](CN(C)C(=O)Nc2ccc3c(c2)OCO3)Oc2c(NC(=O)Nc3ccc4c(c3)OCO4)cccc2C1=O
- TcdB inh = 0.2

> C[C@H](CO)N1C[C@H](C)[C@H](CN(C)Cc2cccc(C(F)(F)F)c2)OCc2cn(nn2)CCCC1=O
- TcdB inh = -0.2

> Cc1noc(C)c1NC(=O)N[C@@H]1CC[C@@H](CCNC(=O)C2CC2)O[C@H]1CO
- TcdB inh = -0.4

> C[C@H]1CN([C@@H](C)CO)C(=O)c2cccc(NS(=O)(=O)c3ccc(F)cc3)c2O[C@@H]1CN(C)S(=O)(=O)c1ccc(F)cc1
- TcdB inh = 1.3

> CN1C(=O)c2cc(NC(=O)Cc3ccccc3)ccc2OC[C@H]2O[C@@H](CC(=O)NCC3CC3)CC[C@H]21
- TcdB inh = 0.3

As entered above.
Reading of `C[C@H]1CN([C@@H](C)CO)C(=O)c2cccc(NS(=O)(=O)c3ccc(F)cc3)c2O[C@@H]1CN(C)S(=O)(=O)c1ccc(F)cc1` under TcdB inh: 1.3
Reading of `CCCNC(=O)N1CCC2(CC1)CN(C(=O)COC)[C@@H](CO)c1c2c2ccc(OC)cc2n1C` under TcdB inh: 0.2
Reading of `CN1C(=O)c2cc(NC(=O)Cc3ccccc3)ccc2OC[C@H]2O[C@@H](CC(=O)NCC3CC3)CC[C@H]21` under TcdB inh: 0.3

Next section
> O=C(C[C@H]1C=C[C@@H](NC(=O)CC2CC2)[C@H](CO)O1)NCc1ccccc1
- TcdB inh = 0.4

> C[C@H]1CN([C@@H](C)CO)C(=O)Cc2cc(NC(=O)Nc3cccc4ccccc34)ccc2O[C@@H]1CN(C)S(C)(=O)=O
- TcdB inh = 0.6

> CO[C@@H]1CN(C)C(=O)c2ccc(NC(=O)Nc3ccccc3Cl)cc2OC[C@@H](C)NC[C@@H]1C
- TcdB inh = -1.5

> CN1C(=O)c2cc(NC(=O)Nc3ccc(Cl)cc3)ccc2OC[C@@H]2O[C@H](CC(=O)O)CC[C@H]21
- TcdB inh = 4.4

> C[C@@H]1CN([C@H](C)CO)C(=O)c2cccc(NS(=O)(=O)c3ccccc3)c2O[C@H]1CN(C)C(=O)Nc1ccc(F)cc1
- TcdB inh = 3.4

> COc1ccccc1CN1[C@@H]2Cn3c(ccc(C4=CCCC4)c3=O)[C@H]1[C@@H](C(=O)N(C)C)[C@@H]2CO
- TcdB inh = 0.4

> COc1ccc(S(=O)(=O)Nc2ccc3c(c2)CC(=O)N([C@@H](C)CO)C[C@@H](C)[C@H](CN(C)C(=O)NC(C)C)O3)cc1
- TcdB inh = -2.5

> CS(=O)(=O)Nc1ccc2c(c1)[C@@H]1C[C@H](CC(=O)NCc3ccccc3)O[C@@H](CO)[C@@H]1O2
- TcdB inh = 0.6

> CC[C@H]1C=C(C(=O)N[C@@]2(C(=O)O)C[C@H]2CC)[C@H]2CCC(=O)[C@H]2C1
- TcdB inh = 1.8

> CC(C)C#Cc1ccc([C@H]2[C@@H](CO)N3C(=O)CN(C(=O)NC4CCCCC4)C[C@H]23)cc1
- TcdB inh = -0.1

> O=S(=O)(c1ccccc1)N1[C@@H]2CNC[C@H]1C2c1ccc(/C=C/c2ccccc2)cc1 (stereo not given in full)
- TcdB inh = -0.5&-0.1

> CC(C)NC(=O)N1[C@H](CO)[C@@H](c2ccccc2)C12CN(Cc1ccccc1)C2
- TcdB inh = -0.1

> CC(C)C#Cc1cnc2c(c1)C(=O)N([C@H](C)CO)C[C@@H](C)[C@H](CN(C)C(=O)Cc1ccccn1)O2
- TcdB inh = -2.4

> CO[C@@H]1CN(C)C(=O)c2ccc(NC(=O)c3cccc(F)c3)cc2OC[C@H](C)N(C(C)=O)C[C@H]1C
- TcdB inh = 0.4

> O=C(C1CCOCC1)N1CC(=O)N2[C@H](CO)[C@@H](c3ccc(C#CC4CCCC4)cc3)[C@H]2C1
- TcdB inh = 0.2

> COCC#Cc1ccc([C@@H]2[C@@H](CO)N3C(=O)CN(C(=O)CN4CCOCC4)C[C@@H]23)cc1
- TcdB inh = -0.1

> CN(C)CC#Cc1ccc([C@H]2[C@@H](CO)N3C(=O)CN(C(=O)Cc4cccnc4)C[C@H]23)cc1
- TcdB inh = 0.8

> Cc1noc(C)c1NC(=O)Nc1ccc2c(c1)C(=O)N([C@H](C)CO)C[C@H](C)[C@H](CN(C)C(=O)Nc1ccc(F)cc1)OCCCC[C@H](C)O2
- TcdB inh = -0.4

> Cc1noc(C)c1NC(=O)Nc1ccc2c(c1)C(=O)N([C@H](C)CO)C[C@H](C)[C@@H](CN(C)CC1CC1)OCCCC[C@@H](C)O2
- TcdB inh = 0.6

> C[C@H](CO)N1C[C@H](C)[C@H](CN(C)S(=O)(=O)c2ccccc2)Oc2ncc(-c3ccc(F)cc3)cc2C1=O
- TcdB inh = 0.1

> COc1ccc2c3c([nH]c2c1)[C@H](CO)N(C(=O)NC(C)C)CC31CN(C(=O)C2CCCC2)C1
- TcdB inh = -0.2

> C[C@H]1CN([C@@H](C)CO)C(=O)Cc2cc(NS(=O)(=O)c3ccc(Cl)cc3)ccc2O[C@@H]1CN(C)C(=O)Nc1ccc(C(F)(F)F)cc1
- TcdB inh = -0.5

> C[C@H]1CN([C@@H](C)CO)C(=O)c2cccc(NS(=O)(=O)c3ccc(F)cc3)c2O[C@@H]1CN(C)C(=O)Nc1ccc2c(c1)OCO2
- TcdB inh = 1.5

> O=C(Cc1ccccc1)N1C[C@H]2[C@@H](c3ccccc31)[C@@H](CO)N2C(=O)C1CCOCC1
- TcdB inh = -0.4

> CC(C)NC(=O)Nc1cccc2c1O[C@@H](CN(C)Cc1ccc(Oc3ccccc3)cc1)[C@@H](C)CN([C@@H](C)CO)C2=O
- TcdB inh = 0.1

> Cc1ccc(S(=O)(=O)N(C)C[C@@H]2Oc3c(NS(=O)(=O)c4ccccc4)cccc3C(=O)N([C@@H](C)CO)C[C@@H]2C)cc1
- TcdB inh = 0.4

> COc1ccc2c3c([nH]c2c1)[C@H](CO)N(Cc1ccccn1)CC31CCN(C(C)=O)CC1
- TcdB inh = 0.7

> COc1ccc(S(=O)(=O)Nc2ccc3c(c2)C(=O)N([C@@H](C)CO)C[C@H](C)[C@H](CN(C)S(=O)(=O)c2ccc(C)cc2)OCCCC[C@H](C)O3)cc1
- TcdB inh = -1.3

> COCCOC(=O)N1C(=O)[C@@]2(c3cc(C#Cc4ccc(OC)cc4)ccc31)[C@H](C(=O)N1CCN(c3ncccn3)CC1)[C@H]1C(=O)O[C@H](c3ccccc3)[C@H](c3ccccc3)N1[C@@H]2c1ccccc1OCCO
- TcdB inh = -11

> COc1cccc(S(=O)(=O)Nc2ccc3c(c2)[C@H]2C[C@H](CC(=O)NCc4ccc(Cl)cc4)O[C@H](CO)[C@H]2O3)c1
- TcdB inh = 0.2

> COc1ccc(CNC(=O)N(C)C[C@@H]2OCc3ccccc3-c3c(n(C)c4ccccc34)C(=O)N([C@H](C)CO)C[C@H]2C)cc1
- TcdB inh = -3.4

> C/C=C/c1ccc2c(c1)O[C@H](CN(C)C(=O)Nc1ccc(C(F)(F)F)cc1)[C@@H](C)CN([C@@H](C)CO)S2(=O)=O
- TcdB inh = 0.2

> Cc1cccc(S(=O)(=O)N2C[C@H](O)COC[C@@H]3O[C@H](CC(=O)N4CCN(C)CC4)CC[C@H]32)c1
- TcdB inh = -3.9

> O=C(C1CC1)N1[C@@H]2CN(S(=O)(=O)c3ccc(F)cc3)c3ccccc3[C@@H]2[C@@H]1CO
- TcdB inh = -0.8

> O=C(C[C@H]1CC[C@H]2[C@@H](COC[C@H](O)CN2Cc2ccncc2)O1)NCc1ccccc1Cl
- TcdB inh = 0.5

> COc1ccc(S(=O)(=O)N(C)C[C@H]2Oc3c(NS(=O)(=O)c4ccccc4)cccc3C(=O)N([C@H](C)CO)C[C@@H]2C)cc1
- TcdB inh = 0.2

> COc1ccc(NC(=O)Nc2ccc3c(c2)CC(=O)N([C@H](C)CO)C[C@@H](C)[C@H](CN(C)S(C)(=O)=O)O3)cc1
- TcdB inh = -0.2

> C[C@@H]1CN([C@@H](C)CO)C(=O)c2cccc(NC(=O)c3ccc(-c4nccs4)cc3)c2O[C@@H]1CN(C)C(=O)Nc1ccc(F)cc1
- TcdB inh = 0.3

> COc1ccccc1CNC(=O)C[C@H]1CC[C@H](NC(C)=O)[C@H](CO)O1
- TcdB inh = -1.3

> C[C@@H]1CN([C@H](C)CO)C(=O)c2cc(C3=CCCC3)cnc2O[C@@H]1CN(C)S(=O)(=O)c1cn(C)cn1
- TcdB inh = 0.3

> CC(=O)N(C)C[C@@H]1Oc2cc(-c3cncnc3)ccc2S(=O)(=O)N([C@@H](C)CO)C[C@H]1C
- TcdB inh = -0.3

> COCC#Cc1ccc2c(c1)O[C@@H](CN(C)C)[C@H](C)CN([C@H](C)CO)S2(=O)=O
- TcdB inh = 0.7

> Cc1cccc(S(=O)(=O)N2CCCCN3[C@H](CO)[C@@H](c4ccc(-c5ccccc5)cc4)[C@H]3C2)c1
- TcdB inh = -1.0

> COc1ccc(NC(=O)N(C)C[C@H]2OCCCC[C@@H](C)Oc3ccc(NC(=O)c4ccccc4)cc3C(=O)N([C@@H](C)CO)C[C@@H]2C)cc1
- TcdB inh = -0.1

> C[C@@H](NC(=O)C[C@H]1CC[C@H]2[C@@H](COC[C@H](O)CN2C(=O)Nc2ccccc2)O1)c1ccccc1
- TcdB inh = 0.0

> O=C1CNC[C@H]2[C@H](c3ccc(-c4ccccc4F)cc3)[C@@H](CO)N12
- TcdB inh = -0.7

> C/C=C/c1ccc2c(c1)O[C@H](CN(C)S(=O)(=O)c1ccccc1)[C@H](C)CN([C@@H](C)CO)S2(=O)=O
- TcdB inh = -2.6

> C[C@H](CO)N1C[C@H](C)[C@H](CN(C)C(=O)Nc2cccc3ccccc23)OCCCC[C@H](C)Oc2ccc(NC(=O)c3ccccc3)cc2C1=O
- TcdB inh = -0.2

> CO[C@H]1CN(C)C(=O)c2ccc(NS(=O)(=O)c3cn(C)cn3)cc2OC[C@@H](C)NC[C@H]1C
- TcdB inh = 0.1

> COc1ccc2c3c(n(C)c2c1)[C@@H](CO)N(Cc1cc(F)ccc1F)CC31CCN(C(=O)C2CC2)CC1
- TcdB inh = 0.3

> OC[C@H]1[C@H](c2ccc(Br)cc2)[C@@H]2CN(Cc3cncnc3)CCCCN12
- TcdB inh = 1.4

> C[C@@H]1CCCCO[C@H](CN(C)C(=O)Nc2cccc3ccccc23)[C@@H](C)CN([C@H](C)CO)C(=O)c2cc(NS(=O)(=O)c3ccc(Cl)cc3)ccc2O1
- TcdB inh = 0.3

> C[C@@H]1CN([C@H](C)CO)C(=O)c2cccc(NS(=O)(=O)c3ccc(Cl)cc3)c2O[C@H]1CN(C)Cc1ccc(C(=O)Nc2ccccc2N)cc1
- TcdB inh = -2.2

Bioassay records as filed in PubChem BioAssay.
